ST2 IL33 inh – blocks human ST2 binding to IL-33. AlphaLISA ST2-Fc/biotin-IL-33 interaction, 1 h. AID 1259354. Q01638. inhibition, % for hits at 17 µM. actives 2.3% (n = 78,000); in the data active = inhibition above about 30%; inconclusive = mostly about 10% to 28%
Target sequence (Q01638 whole entry, looked up): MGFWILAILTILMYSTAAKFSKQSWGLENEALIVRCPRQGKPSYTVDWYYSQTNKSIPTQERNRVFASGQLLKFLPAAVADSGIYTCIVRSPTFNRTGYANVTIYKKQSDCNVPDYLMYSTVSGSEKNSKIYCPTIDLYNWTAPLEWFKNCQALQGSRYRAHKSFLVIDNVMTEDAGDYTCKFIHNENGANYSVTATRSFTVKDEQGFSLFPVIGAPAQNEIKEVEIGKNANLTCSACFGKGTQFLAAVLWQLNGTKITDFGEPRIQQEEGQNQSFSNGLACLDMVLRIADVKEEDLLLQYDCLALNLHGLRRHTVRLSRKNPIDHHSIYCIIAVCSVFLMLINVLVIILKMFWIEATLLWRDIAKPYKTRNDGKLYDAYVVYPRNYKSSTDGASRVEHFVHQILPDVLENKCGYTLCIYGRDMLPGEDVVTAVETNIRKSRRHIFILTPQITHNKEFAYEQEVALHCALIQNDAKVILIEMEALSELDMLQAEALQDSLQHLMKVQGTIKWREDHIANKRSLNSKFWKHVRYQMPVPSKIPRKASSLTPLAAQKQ
The depositor's hits bear a star; i = inactive; ? = inconclusive; ! = a repeat was not active.

SMILES | ST2 IL33 inh
COc1ccc(OC)c(NC2=NS(=O)(=O)c3cc([N+](=O)[O-])ccc32)c1 | i
NCC(O)COCCN1CCOCC1 (stereo not given) | i
NC(=O)c1cccc(CC2CCN(C(=O)c3ccc4c(c3)OCO4)C2)c1 (stereo not given) | ?
O=C(c1ccccc1OC1CCN(CC2CCOC2)CC1)N1CCCCC1 (stereo not given) | i
CC(=O)OC1(C#CCN2CCCCC2)CCCCC1 | i
CC(Cc1ccsc1)Nc1ccnc(C(=O)NC2CC2)c1 (stereo not given) | i
COc1ccc(C[C@H](NC(=O)[C@@H]2C[C@H](NC(=O)Nc3ccc(F)cc3F)CN2C(=O)CC(C)(C)C)C(N)=O)cc1 | ?
CC1CCN(C2=NC(=O)/C(=C\c3ccc(Cl)cc3)S2)CC1 | ?
CN(C)C1CCCN(C(=O)CSc2cn(C)c3ccccc23)CC1 (stereo not given) | i
COc1cccc(C(=O)NCC2CCCN(C3CCSCC3)C2)c1OC (stereo not given) | i
COc1ccc(C(=O)N[C@@H]2C=C(C(=O)N[C@H](C)C(N)=O)C[C@@H](O)[C@@H]2O)cc1 | i
COc1cc(C(O)c2nccn2C)ccc1OCc1ccccc1 (stereo not given) | i
COC(=O)C1(C(=O)N2CCCCC2CN2CCOCC2)CC1 (stereo not given) | i
COC1CCN(C(=O)c2coc(COc3cccc(C(F)(F)F)c3)n2)CC1 | i
c1cncc(CNc2cccc(-c3nc4ccccc4s3)c2)c1 | i
Oc1ccc(N=Cc2nc(-c3ccccc3)oc2O)cc1 | i
Cc1cc(Br)ccc1N1C(=O)Nc2ccccc2N1O | ?
COC(=O)C1=CO[C@@H](O[C@@H]2O[C@H](CO[C@@H]3O[C@H](COC(=O)/C=C/c4cc(OC)c(O)c(OC)c4)[C@@H](O)[C@H](O)[C@H]3O)[C@@H](O)[C@H](O)[C@H]2O)[C@@H]2C(CO)=CC[C@H]12 | ?
COc1ccc(C(CC(=O)NCc2n[nH]c3c2CCC3)c2ccccc2)cc1 (stereo not given) | i
O=C(CN1CCN(Cc2ccc(F)cc2)C1=O)NCc1ccc(Cl)cc1 | i
O=[N+]([O-])c1ccc(N2CCN(CCO)CC2)c(C=Nc2ccc3c(c2)oc2ccccc23)c1 | ?
CCc1ccccc1NC1=NC2CS(=O)(=O)CC2S1 (stereo not given) | i
CC(=O)C1CC(c2ccccc2)=NN1c1ccccc1 (stereo not given) | ?
CCn1cc(C2=NC(C(C)C)CO2)c2ccccc21 (stereo not given) | i
CC(=O)C1=NN(c2ccccc2)C2C(=O)N(c3cccc(Cl)c3)C(=O)C12 (stereo not given) | i

2 compounds picked at random from those above:
SMILES | ST2 IL33 inh
CC(=O)OC1(C#CCN2CCCCC2)CCCCC1 | i
CCn1cc(C2=NC(C(C)C)CO2)c2ccccc21 (stereo not given) | i

(cont.)
SMILES | ST2 IL33 inh
O=C(CCN1CCCCO1)N1CCC2(CCCN(Cc3ccc(F)cc3)C2)C1 (stereo not given) | ?
CC1(C)CC[C@]2(C(=O)O[C@@H]3O[C@H](CO)[C@@H](O)[C@H](O)[C@H]3O)CC[C@]3(C)C(=CCC4[C@@]5(C)C[C@@H](O)[C@H](O)C(CO)(CO)C5CC[C@]43C)C2[C@@H]1O (stereo not given in full) | i
Cc1ccc(-c2noc(CCC(=O)NC3CCCc4ccccc43)n2)cc1 (stereo not given) | i
O=[N+]([O-])c1ccc(C2CSc3c4ncnc-4ncn32)cc1 (stereo not given) | i
CC(=O)n1c(C)c(-c2ccccc2)c2cc(Cl)ccc21 | i
CN1CCN([C@@H]2[C@H](O)[C@H](CO)O[C@@H]2CNC(=O)c2ccco2)CC1 | ?
OCC1(CNC2CCC3(CCNCC3)CC2)CCOCC1 | i
CCOc1ccc(Nc2nc(C)c([N+](=O)[O-])c(Nc3ccccc3)n2)cc1 | i
Cc1cccc(C2=N/C(=C\c3ccc(C)o3)C(=O)O2)c1 | 53%*
CC(C)=CC(=O)NCCC1CN(Cc2cnc(C)nc2)CCO1 (stereo not given) | ?
CCN(CC)S(=O)(=O)c1ccc(C(=O)Nc2nnc(-c3ccc(F)cc3)o2)cc1 | i
O=C(c1cc(-c2ccc(F)cc2)on1)N1CCOCC1 | i
COc1cc(-c2nc3nc[nH]n3c2Nc2ccc(C)cc2)ccc1O | ?
CCOc1cc(CN(C)CCN(C)C)ccc1O | i
CN1[C@@H](CCC(=O)NCc2ccccc2)CNC(=O)[C@@H]2[C@H]1CCN2C1CCOCC1 | i
Cc1noc(C)c1-n1c(C2CCCN(C)C2)n[nH]c1=O (stereo not given) | ?
O=C(Nc1ccccc1)C(=O)N1CCc2c(ncnc2N2CCOCC2)C1 | ?
Cc1cc(C)c(NS(C)(=O)=O)c(C)c1 | i
COc1ccc2c(=O)c(-c3ccccc3C)c(C)oc2c1 | i
COc1cccc(NC(=O)C(=O)NCc2cccc(C)c2)c1 | ?
CC(C)NC(=O)CNC(=O)c1cccs1 | i
COC(=O)C1CC(=O)N(c2ccc(OCc3ccc(Cl)cc3)cc2)C1 (stereo not given) | i
COc1ccccc1/C=C1\N=C(c2cccc(C)c2)OC1=O | ?
CCCN(CCC)c1ncnc2c1cnn2-c1ccc(C)cc1C | ?
O=c1oc2c(Cl)cc(Cl)cc2cc1C1=NS(=O)(=O)c2ccccc2N1 | i

Molecules above with an NH in an aromatic ring:
SMILES | ST2 IL33 inh
COc1ccc(C(CC(=O)NCc2n[nH]c3c2CCC3)c2ccccc2)cc1 (stereo not given) | i
COc1cc(-c2nc3nc[nH]n3c2Nc2ccc(C)cc2)ccc1O | ?
Cc1noc(C)c1-n1c(C2CCCN(C)C2)n[nH]c1=O (stereo not given) | ?

Other records follow.
SMILES | ST2 IL33 inh
CCCc1[nH]nc2c1C(c1ccc(SC)cc1)C(C#N)=C(N)O2 (stereo not given) | ?
Nc1ccc(Cl)cc1-n1nc(-c2ccccc2)c2ccccc2c1=O | ?
CCOc1ccccc1OCCOc1ccc([N+](=O)[O-])cc1 | ?
COCc1cc(C)nc(NN)c1C#N | i
Cn1nc(CC2CCN(Cc3ccncc3)CC2)n(-c2ccccc2)c1=O | ?
O=[N+]([O-])c1ccccc1S(=O)(=O)Nc1ccc(I)cc1 | i
CC1Cc2ccccc2N1C(=O)C1CCCN1S(=O)(=O)c1cccc2nsnc12 (stereo not given) | i
Cc1cccc(-c2cc(N3CCN(S(=O)(=O)c4cnn(C(F)F)c4C)CC3)ncn2)c1 | i
Cc1ccc([N+](=O)[O-])cc1S(=O)(=O)Nc1cccc(C(=O)O)c1 | i
CC(c1cccs1)N(C)C(=O)Cc1[nH]nc2ccccc12 (stereo not given) | i
COc1ccccc1N1COc2cc(C)c(Cl)c(C)c2C1 | ?
O=C(Cc1ccccc1)Nc1ccc(N2CCCC2)cc1 | 59%*
CCCc1cc(C(=O)N2CCC3(CC2)c2ccccc2[C@@H](NC(=O)c2ccccn2)[C@@H]3OC)n(C)n1 | i
CCCN(CCC)S(=O)(=O)c1ccc(C(=O)Nc2nc(-c3ccncc3)cs2)cc1 | i
CC(C)N(C(=O)c1ccc(C(=O)NCc2ccccc2)cc1)C(C)C | i
COCc1cc(C)nc(SCC(=O)c2ccc(Cl)cc2)c1C#N | 30%*!
COc1ccc2nc(CCN(C)Cc3cc4n(n3)CCCNC4)[nH]c2c1 | i
O=C(CCCc1cccs1)N1[C@H]2CCNC[C@@H]1CC2 | i
CSCC[C@@H](C(=O)NC(C)c1ccc2c(c1)OCCO2)N1Cc2ccccc2C1=O (stereo not given in full) | i
COc1cccc(-c2ncnn2-c2ccc(Cl)cc2)c1OC | i
CC1=C(C(=O)Nc2ccc(C)cc2C)C(c2cc(Br)ccc2F)n2nnnc2N1 (stereo not given) | ?
CC(C)OCC(=O)N1CCCC(C(=O)c2ccc(C(F)(F)F)cc2)C1 (stereo not given) | ?
COc1ccc(OC)c2c(N3CCOCC3)cc(C(F)(F)F)nc12 | i
CC1CCCCN1c1nc2c(c(=O)n(C)c(=O)n2C)n1CC(=O)c1ccccc1 (stereo not given) | ?
COc1ccc(-c2c(-c3ccc(OC)cc3O)n[nH]c2C)cc1 | i

A draw from above in order of formula weight, smallest number first.
SMILES | ST2 IL33 inh
O=C(Cc1ccccc1)Nc1ccc(N2CCCC2)cc1 | 59%*
COc1ccc(-c2c(-c3ccc(OC)cc3O)n[nH]c2C)cc1 | i
CC(C)N(C(=O)c1ccc(C(=O)NCc2ccccc2)cc1)C(C)C | i
Nc1ccc(Cl)cc1-n1nc(-c2ccccc2)c2ccccc2c1=O | ?
CCCN(CCC)S(=O)(=O)c1ccc(C(=O)Nc2nc(-c3ccncc3)cs2)cc1 | i
CCCc1cc(C(=O)N2CCC3(CC2)c2ccccc2[C@@H](NC(=O)c2ccccn2)[C@@H]3OC)n(C)n1 | i

Returning to the listing; the four compounds before the break are reprinted first.
SMILES | ST2 IL33 inh
CC(C)OCC(=O)N1CCCC(C(=O)c2ccc(C(F)(F)F)cc2)C1 (stereo not given) | ?
COc1ccc(OC)c2c(N3CCOCC3)cc(C(F)(F)F)nc12 | i
CC1CCCCN1c1nc2c(c(=O)n(C)c(=O)n2C)n1CC(=O)c1ccccc1 (stereo not given) | ?
COc1ccc(-c2c(-c3ccc(OC)cc3O)n[nH]c2C)cc1 | i
COc1ccc([N+](=O)[O-])cc1NC(=O)c1cccc(Cl)c1Cl | ?
COc1cc(C2CC(=O)Nc3cc4[nH]ncc4cc32)cc2c1OCO2 (stereo not given) | ?
CCC1Oc2ccccc2N(CC(=O)NCCC2=CCCCC2)C1=O (stereo not given) | i
CCOc1ccc(C(=O)Nc2c(C)cccc2CC)cc1Cl | ?
O=C(c1ccc(Cl)cc1)c1cc2ccccc2o1 | i
OCCCn1c(-c2ccccc2)csc1=Nc1ccccc1 | 61%*
COc1ccccc1-n1nc(CC(C)C)nc1CCn1c(C)cc(C)nc1=O | i
CCc1ccc(NC(=O)C2c3cc(OC)c(OC)cc3C(=O)N(C)C2c2ccc(OC)cc2)cc1 (stereo not given) | ?
COc1ccc(NS(=O)(=O)c2cccc(C(=O)Nc3ccc(C)cc3)c2)cc1 | i
COc1cc2c(C(=O)N3CCCCC3)cn(C)c(=O)c2cc1OC | ?
Cc1cc(C)c(S(=O)(=O)Nc2ccccc2)cc1S(=O)(=O)Nc1ccccc1 | i
COc1ccc(-c2noc([C@@H]3C[C@@H](O)CN3Cc3ccc(C)cc3)n2)cc1 | ?
COc1ccc(/C=c2\sc3n(c2=O)CN(c2ccc([N+](=O)[O-])cc2)CN=3)cc1 | ?
COc1ccc(OC)c(N(CC(=O)N2CCN(Cc3ccccc3)CC2)S(C)(=O)=O)c1 | i
O=C(CSc1nc2c(c(=O)n1-c1ccccc1)SCC2)Nc1ccccc1F | i
COc1cc(NS(=O)(=O)c2c(C)n[nH]c2C)cc(OC)c1 | i
COc1ccc(CN(C)c2ccc(-c3nccn3C)nn2)cc1OC | ?
CC(=O)N1CCN(S(=O)(=O)c2ccccc2)C[C@H]1C(=O)N[C@@H](CC1CCCCC1)C(N)=O | i
CC(C)n1cnnc1CN(C)c1cc(N2CCOCC2)nc(N)n1 | ?
COc1cc2c(cc1CN(C)C(C)c1ccncc1)OCO2 (stereo not given) | ?
CN(C)c1ccc(CN2CCN(c3ncccn3)CC2)cc1 | ?
Cc1ccc(CNC(=O)CCc2nnc(-c3ccc4c(c3)OCO4)o2)c(F)c1F | ?
COc1ccc(OC)c(NC(=O)CN(c2cc(OC)ccc2OC)S(C)(=O)=O)c1 | i
Cc1sc(CO)c(Sc2ccccc2)c1C(=O)O | ?
COC(=O)[C@@H]1Cc2ncn(Cc3ccc(OC)cc3)c2CN1S(=O)(=O)c1ccc(C#N)cc1 | i
(next part)
SMILES | ST2 IL33 inh
COCC(=O)N1CCC2(CC1)CN(Cc1ccc(N(C)C)nc1)CCN2C | ?
CCCCn1cnc2sc3c(c2c1=N)CCCC3 | ?
COc1c2c(nc3ccccc13)OC(C(C)(O)CO)C2 (stereo not given) | i
O=C1OCc2ccc(NC(=O)C3CCCCC3)cc21 | i
CN(C)c1ncccc1CNC(=O)c1cccc2c1NCCC2 | ?
Cc1ccc(-n2c(=O)n(Cc3ccccc3)c3c(C(N)=O)nc(-c4cccc(Cl)c4)nc32)cc1C | i
CCCCN(CC)C(=O)Cc1ccc([N+](=O)[O-])cc1 | ?
CCCCN(CC)CC(=O)N1CCCc2c1c(=O)oc1ccc(OCCC)cc21 | ?
COc1cc(C(=O)Nc2ccc(C)c(C)c2)cc(OC)c1OC | i
CCn1cc(C(=O)N2CCCC(C)C2)c2cc(OC)c(OC)cc2c1=O (stereo not given) | i
O=[N+]([O-])c1ccccc1CN1CCC(O)CC1 | i
Cc1ccc(-n2nc3ccc(NC(=O)c4cccnc4)cc3n2)cc1 | i
COc1ccc(C2=N/C(=C\c3cccc(C(F)(F)F)c3)C(=O)O2)cc1OC | i
O=C(c1ccc(C(F)(F)F)cc1)N(Cc1ccccn1)CC1CCCO1 (stereo not given) | i
CCN1CCN(C(=O)c2ccc3c(c2)NC(=O)C(N2CCCC2)S3)CC1 (stereo not given) | i
CSc1nc2c(c(=O)[nH]1)C(c1ccc(OCc3ccccc3)cc1)C1=C(CC(C)(C)CC1=O)N2 (stereo not given) | i
Cc1ccc(OCc2cc(=O)n3oc(C)cc3n2)c(NC(=O)c2cccc(Br)c2)c1 | i
CCOc1ccc(C(=O)N2CCCC(c3nn(C)c(=O)n3CC)C2)o1 (stereo not given) | i
CC(C)(C)c1cc(CN2CCc3[nH]cnc3C2Cc2ccccc2)[nH]n1 (stereo not given) | ?
N#CC1=C(N)Oc2cc(O)ccc2C1c1cccc([N+](=O)[O-])c1 (stereo not given) | ?
Cc1cc(Br)c2c(c1)C(=O)C(=O)N2C | i
COc1ccccc1-n1c(O)c(C=Nc2ccc(C(F)(F)F)cc2)c2ccccc2c1=O | 33%*
CC(C)c1ccc(-c2c(C#N)c(N)nc3c2CCC3)cc1 | i
CC(=O)N[C@H](C(=O)O)C(C)(C)SN=O | ?
CC1=C(C(=O)OC2CCCCC2)C(c2cccnc2)n2nnnc2N1 (stereo not given) | i

Screens: PubChem, IUPUI and University of Michigan

These rows are one share of the data. The share of hits here may be higher or lower than overall.
